From PubChem BioAssay
CYP2C9 inh: human CYP2C9 inhibition; CYP2C9 Supersomes, luciferin-H conversion, luminescence; P11712; hit rate 20% among 96,000; inhibition, % at 5 µM;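 active means blocking of liver enzyme CYP2C9 beyond about 50% at 5 µM, limit read from the data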; further: values of inactives mirror those of a sister screen read the other way
LYP act: activators of human LYP (PTPN22) phosphatase; recombinant LYP, DiFMUP fluorescence; 0 = plate median, 100 = signal doubled; activation, % at 2 µM; hit rate 0.11% among 96,000;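 active means activation at 2 µM above a set limit, the mean plus 5 SD, cut at about 37% in these data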
Target sequence (Q9Y2R2 whole entry, looked up): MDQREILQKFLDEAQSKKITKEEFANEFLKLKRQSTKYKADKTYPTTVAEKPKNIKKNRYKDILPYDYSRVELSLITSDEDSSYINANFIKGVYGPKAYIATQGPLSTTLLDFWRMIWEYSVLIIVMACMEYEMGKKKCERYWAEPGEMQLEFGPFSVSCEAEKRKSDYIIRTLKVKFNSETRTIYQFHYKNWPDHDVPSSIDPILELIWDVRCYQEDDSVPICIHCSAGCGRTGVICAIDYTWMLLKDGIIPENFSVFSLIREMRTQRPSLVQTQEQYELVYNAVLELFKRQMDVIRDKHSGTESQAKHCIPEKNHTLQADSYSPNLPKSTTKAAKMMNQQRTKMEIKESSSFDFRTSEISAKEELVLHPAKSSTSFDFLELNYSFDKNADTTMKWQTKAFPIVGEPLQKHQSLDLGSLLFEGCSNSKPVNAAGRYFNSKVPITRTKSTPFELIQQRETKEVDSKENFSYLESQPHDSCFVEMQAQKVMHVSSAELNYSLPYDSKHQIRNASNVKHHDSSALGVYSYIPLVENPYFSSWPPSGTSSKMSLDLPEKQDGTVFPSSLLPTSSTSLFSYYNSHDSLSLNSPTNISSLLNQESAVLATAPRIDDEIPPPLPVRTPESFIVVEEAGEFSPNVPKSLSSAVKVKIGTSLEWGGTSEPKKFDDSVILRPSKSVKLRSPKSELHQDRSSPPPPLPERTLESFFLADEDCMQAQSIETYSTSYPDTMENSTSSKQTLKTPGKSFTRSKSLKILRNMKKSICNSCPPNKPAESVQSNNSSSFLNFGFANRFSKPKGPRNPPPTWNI
LYP inh 2: inhibitors of human LYP (PTPN22) phosphatase. recombinant LYP catalytic domain, DiFMUP fluorescence. inhibition, % at 2 µM. hit rate 0.21% among 96,000;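 active means inhibition at 2 µM at or above a set limit, the screen mean plus 3 SD, cut at about 24% in these data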;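 further: 0% = DMSO with enzyme and 100% = enzyme fully blocked by orthovanadate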
PostGolgi yeast: growth inhibition of a yeast mutant, post-Golgi transport screen; post-Golgi transport phenotypic cell assay; inhibition, % at 10 µM; hit rate 0.9% among 98,000; AID 739;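 further: yeast cells grown in 1536-well plates; yeast grown about 18 h at 30C before absorbance read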
PostGolgi ctrl: growth of the yeast control strain, post-Golgi counter-screen; efflux-deficient yeast background strain, growth absorbance A615, 16 h; inhibition, % at 10 µM; hit rate 5% among 98,000; AID 738
E coli WT exp: E. coli BW25113 growth inhibition, expanded screen; OD600 absorbance; AID 710; growth inhibition, % at 100 µM; hit rate 0.15% among 98,000;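 active means growth inhibition above about 50% at one test dose, limit read from the data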;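 further: growth measured after 20 h incubation at 37 °C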
hDAT+cocaine: changed human dopamine transporter uptake under cocaine IC80; Q01959; LLC-PK1 hDAT cells, [14C]-dopamine uptake with cocaine IC80; actives deviate in either direction; B-score at 10 µM; hit rate 1.3% among 110,000; AID 449768;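 active means Z score or B-score, a plate-position-corrected score, falls beyond the plate's 99.7% confidence bounds, in either direction; inactive means both scores lie inside the 99.7% bounds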;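 further: scored against the spread of the other compound wells on the same plate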
CYP2C9 activ: CYP2C9 (human) activation | hit rate 1.4% among 96,000 | P11712 | recombinant CYP2C9, luciferin-H conversion, luminescence; hits give high values; factor 1 = untreated enzyme, 0 = blocked | AID 1024 | activation factor at 5 µM;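 active means activation factor of 2 or more for CYP2C9 at a 5 µM dose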;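 further: 0 = sulfaphenazole-blocked wells and 1 = vehicle-only wells; values of inactives mirror those of a sister screen read the other way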
PTK2B oligo ant: blocks oligomerization of human Pyk2 in cells. Q293 cells, Pyk2 FERM NanoBiT luminescence; hits give low values. hit rate 0.83% among 99,000. Q14289. z-score (the deposit names both 25 µM and 10 µM);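 active means Z-score of -3 or lower, scaled per plate to the spread of control and sample wells; inactive means z-score above -3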;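 further: negative z-score means lost luminescence so less FERM oligomerization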
* marks the source's active call; other numbers are inactive results; . = not tested or not shown. Unless noted, no stated cut-off is given here; in the data, active means inhibition above about 30%; inactive means the rest.

nr | compound | CYP2C9 inh | LYP act | LYP inh 2 | PostGolgi yeast | PostGolgi ctrl | E coli WT exp | hDAT+cocaine | CYP2C9 activ | PTK2B oligo ant
1 | CCOC(=O)C1=NN(c2ccc(C)cc2)C2(S1)SC(C(C)=O)=C(C)N2c1ccccc1 (centres undefined) | 54* | 1 | 2 | 5 | 11 | -8 | -0.017 | 0.5 | 0.78
2 | COc1ccc(NC(=O)CCSc2nnc(C)s2)cc1 | -27 | 0 | 2 | 0 | -6 | 9 | -0.58 | 1.3 | -0.36
3 | Cc1cccc(C(=O)Oc2ccccc2-c2nnco2)c1 | -15 | 5 | -1 | -6 | 22 | 3 | -0.15 | 1.1 | 2.7
4 | CN(C)c1nc(OCCNC(=O)COc2ccc(Cl)cc2Cl)nc(N2CCOCC2)n1 | 82* | -6 | 6 | 16 | 20 | -2 | 0.29 | 0.2 | 0.48
5 | CCOC(=O)c1ccc(NC(=O)CSc2nc(C)nc3c2c(=O)n(C)c(=O)n3C)cc1 | 3 | . | . | 0 | 18 | -4 | -0.78 | 1 | .
6 | CC(C)n1c(Nn2cnnc2)nc2ccccc21 | 10 | -2 | 2 | -2 | 5 | 3 | -0.72 | 0.9 | 0.99
7 | CCOc1cc(/C=C\[N+](=O)[O-])ccc1OCC(=O)Nc1ccccc1C | 14 | -9 | 12 | 39* | 7 | -1 | -1.2 | 0.9 | 0.27
8 | COc1cccc2cc(C(=O)NC(C)C3CCCO3)c(=O)oc12 (centres undefined) | -77 | 7 | -7 | -4 | 15 | 4 | -0.1 | 1.8 | -0.16
9 | CCOC(=O)c1sc(NC(=O)C(CC)Sc2nnc3c4ccccc4n(C(C)C)c3n2)nc1C (centres undefined) | 66* | -7 | 4 | -1 | 3 | -10 | 0.18 | 0.3 | .
10 | CCCCCN(C(=O)NC(=O)Nn1cnnc1)S(C)(=O)=O | -8 | -5 | 3 | -8 | 4 | 7 | -0.36 | 1.1 | 1
11 | CCOc1cc(S(=O)(=O)n2nc(C)cc2C)ccc1F | 16 | -12 | 10 | -6 | 6 | 6 | 0.4 | 0.8 | 1.3
12 | COCCn1c(SCc2ccc(C(=O)OC)o2)nc2cc(Cl)ccc2c1=O | 93* | -13 | 13 | -12 | 25 | -27 | 0.26 | 0.1 | -1.6
13 | CCOC(=O)c1c(NC(=S)Nc2ccccc2)sc2c1CCCCC2 | 26 | -6 | 6 | -2 | 3 | 0 | 0.7 | 0.7 | -0.48
14 | CCCC(=O)Nc1ccc(NC(=O)C23CC4CC(CC(C4)C2)C3)cn1 | 31 | -8 | 6 | -6 | -2 | -3 | -0.76 | 0.7 | 0.35
15 | COC(=O)CSc1nnc(C)n1-c1ccc(C)cc1 | 6 | 0 | 2 | -9 | 2 | 12 | -0.93 | 0.9 | 1.2
16 | Cc1cc(NC(=O)c2cccc(S(=O)(=O)N3CCCCCC3)c2)no1 | 27 | -16 | 15 | -6 | 4 | -12 | -0.81 | 0.7 | 1.1
17 | COc1ccc(-n2nnnc2SCC(=O)Nc2nc3c(s2)CCCC3)cc1 | -4 | -1 | 3 | -6 | 9 | 0 | 0.069 | 1 | -1.6
18 | Cc1ccc2cc(C)c3nnc(SCC(=O)N4CCN(C(=O)c5ccco5)CC4)n3c2c1 | 9 | -3 | 6 | 0 | 2 | 2 | 0.87 | 0.9 | 1.2
19 | CCCC1CCC(c2ccc(C(N)=O)cc2)CC1 (centres undefined) | 7 | 6 | -4 | 6 | 3 | -3 | -0.64 | 0.9 | 0.79
20 | COc1ccc(NC(=O)CN2c3cccc4cccc(c34)S2(=O)=O)c(OC)c1 | 37 | 0 | 1 | -4 | 5 | -8 | 0.22 | 0.6 | -1.8

The list goes on; the last 3 above are carried over.
nr | compound | CYP2C9 inh | LYP act | LYP inh 2 | PostGolgi yeast | PostGolgi ctrl | E coli WT exp | hDAT+cocaine | CYP2C9 activ | PTK2B oligo ant
18 | Cc1ccc2cc(C)c3nnc(SCC(=O)N4CCN(C(=O)c5ccco5)CC4)n3c2c1 | 9 | -3 | 6 | 0 | 2 | 2 | 0.87 | 0.9 | 1.2
19 | CCCC1CCC(c2ccc(C(N)=O)cc2)CC1 (centres undefined) | 7 | 6 | -4 | 6 | 3 | -3 | -0.64 | 0.9 | 0.79
20 | COc1ccc(NC(=O)CN2c3cccc4cccc(c34)S2(=O)=O)c(OC)c1 | 37 | 0 | 1 | -4 | 5 | -8 | 0.22 | 0.6 | -1.8
21 | COc1cccc(-c2cc(C(=O)Nc3ccc4c(c3)OCCO4)c3ccccc3n2)c1 | 71* | -6 | 5 | -2 | 9 | -12 | . | 0.3 | .
22 | CCOc1ccc2nc(C)cc(Nc3ccc4c(c3)OCCO4)c2c1 | 12 | 12 | -8 | -14 | -4 | 5 | 0.11 | 0.9 | 0.71
23 | O=C(CCc1nc(-c2ccccc2)no1)N1CCCC1 | 16 | 2 | -5 | -1 | 10 | -1 | 0.08 | 0.8 | -0.11
24 | Cn1c(Br)nc2c1c(=O)n(CC(O)COc1ccccc1)c(=O)n2C (centres undefined) | 11 | 0 | -3 | -3 | 15 | -4 | 1.4 | 0.9 | -0.92
25 | O=C1CC(c2ccc(F)cc2)Cc2nc(NCc3ccco3)ncc21 (centres undefined) | 27 | 10 | -12 | -3 | 12 | -8 | 0.085 | 0.7 | 0.43
26 | CCCc1nc(SCc2ccc(Cl)cc2Cl)n[nH]1 | 27 | -5 | 6 | 16 | 16 | 2 | -0.0032 | 0.7 | -0.69
27 | CCCCN(CC)C(=O)/C=C/c1cccc([N+](=O)[O-])c1 | -11 | -2 | 7 | -3 | 15 | 5 | -0.09 | 1.1 | 0.34
28 | Cc1ccc(Nc2c3c(nc4ncnn24)CCC3)cc1 | 19 | 2 | 0 | -22 | 18 | -1 | 0.17 | 0.8 | 0.92
29 | c1ccc2c(c1)CCN(c1nc3cc4c(cc3s1)OCCO4)C2 | 11 | -7 | 8 | -6 | 11 | -7 | 0.87 | 0.9 | -1.4
30 | CCOC(=O)c1cc(C)n(Cc2ccc(OCC)c(OC)c2)c1C | 59* | -15 | 17 | -3 | 15 | 5 | 1.8 | 0.4 | -1.3
31 | CCC(C)n1c(SCC(=O)NCc2ccco2)nnc1-c1cccc(S(=O)(=O)N2CCOCC2)c1 (centres undefined) | 20 | -3 | 6 | 16 | -2 | -7 | -0.93 | 0.8 | 1.3
32 | COc1ccc(C(=O)NC(=S)Nc2ccc3c(c2)Cc2ccccc2-3)cc1 | 13 | 3 | -2 | 0 | -2 | -12 | 0.59 | 0.9 | 1.8
33 | COc1cc2cc(Br)cc(Br)c2nc1C | -73 | 4 | -2 | -2 | 9 | -1 | -0.3 | 1.7 | -1
34 | COc1ccc(C)cc1S(=O)(=O)N(CC(=O)O)c1ccc(F)cc1 | 28 | -1 | -3 | 10 | 3 | -10 | 0.18 | 0.7 | -0.11
35 | COc1cc(/C=N\Nc2nc3ccccc3[nH]2)cc(OC)c1OC | 12 | 10 | -6 | 8 | -1 | -2 | 0.92 | 0.9 | 0.12
36 | CCC(C)(C(=O)NC1CCCC1)N(Cc1cccs1)C(C)=O (centres undefined) | . | 5 | -10 | -1 | -7 | -8 | 0.06 | . | 0.87
37 | CCc1nc(N2CCN(S(=O)(=O)c3ccc(Br)cc3)CC2)c2c(C)c(C)sc2n1 | . | 1 | 0 | . | . | . | -0.039 | . | 1.5
38 | Cc1ccc2c(c1)[nH]c1c(=O)n(CCN3CCCCC3)cnc12 | -4 | 0 | 0 | 13 | 4 | 4 | -0.28 | 1 | -0.15
39 | COc1cccc2cc3c(=O)n(-c4ccccc4)nc-3oc12 | 25 | 9 | -13 | 0 | 17 | -7 | -0.95 | 0.8 | .
40 | Cc1ccc2c(c1)-c1ccccc1S(=O)(=O)N2 | 20 | -6 | 4 | . | . | . | -0.011 | 0.8 | 1
41 | COc1ccc(C2C(C(C)=O)=C(O)C(=O)N2CCc2ccccc2)c(OC)c1 (centres undefined) | 49 | 1 | -3 | 2 | -1 | 0 | 0.043 | 0.5 | 0.91
42 | Cn1cc(CNC(=O)C2CCCCC2)cn1 | -6 | -5 | 4 | 17 | -3 | 0 | -0.031 | 1.1 | -0.44
43 | CC(=O)Nc1ccc(OCC(O)Cn2nc(C)c(Br)c2C)cc1 (centres undefined) | . | 11 | -15 | . | . | . | -0.072 | . | 0.36
44 | Cn1c(OCc2cccnc2)nc2c1c(=O)n(Cc1ccc(Br)cc1)c(=O)n2C | 68* | . | . | . | . | . | 2.2 | 0.3 | -1.4
45 | CCOC(=O)CCc1c(C)n(CC)c2ncnn2c1=O | -9 | . | . | -3 | 2 | 6 | -1.1 | 1.1 | .
46 | CCOC(=O)Cc1nnc(NC(=O)c2ccccc2OC)s1 | -41 | -8 | 6 | 3 | -2 | 8 | -0.092 | 1.4 | -0.68
47 | O=C(CSc1nc2ccccc2c(=O)[nH]1)c1cccs1 | 66* | -4 | 2 | 9 | 3 | -5 | 0.68 | 0.3 | -0.21
48 | O=C1CC(N2CCN(C3CC(=O)N(CCc4ccccc4)C3=O)CC2)C(=O)N1CCc1ccccc1 (centres undefined) | 17 | 7 | -6 | -2 | 47* | -12 | 0.018 | 0.8 | 0.24
49 | Cc1c(-c2ccccc2)sc(Br)c1C(=O)N1CCOCC1 | -31 | 5 | -2 | 2 | 10 | 8 | 1.3 | 1.3 | 0.41
50 | Cn1c(SCC(=O)Nc2ccccc2-c2ccccc2)nnc1-c1ccco1 | 45 | -2 | 2 | 7 | 2 | 11 | 0.21 | 0.5 | -0.76
51 | COC(=O)C(C)N1C(=O)S/C(=C\c2cc(C)n(-c3ccccn3)c2C)C1=O (centres undefined) | 80* | -15 | 15 | -11 | 22 | 3 | 1.5 | 0.2 | -0.23
52 | Cn1nc(C(F)(F)F)c(/C=N/OC(=O)c2ccccc2)c1SCc1ccccc1Cl | 38 | -3 | -1 | 0 | 10 | -11 | -0.31 | 0.6 | -1.8
53 | CCNC(=O)Nn1c(C)nnc1C | -18 | 0 | -1 | -6 | 4 | -1 | -0.44 | 1.2 | 1.2
54 | O=c1c2nnn(Cc3ccc(Cl)cc3)c2ncn1Cc1ccc(F)cc1 | -6 | 0 | 0 | -5 | 1 | 0 | 0.22 | 1.1 | -0.85
55 | CCOC(=O)c1c(NC(=O)Cn2nc(C(F)F)cc2C(F)F)sc(C)c1C | 65* | 3 | -1 | -3 | 14 | 3 | -0.36 | 0.4 | -0.42
56 | O=C(CCN1CCN(C(=O)c2ccco2)CC1)Nc1ccc(F)cc1 | 45 | 4 | -7 | 1 | -5 | 0 | -0.51 | 0.6 | -0.19
57 | CCN(CC(=O)Nc1ccc2c(c1)OCCO2)C(=O)C1CCCCC1 | -6 | -1 | -2 | -5 | -2 | 4 | 1.1 | 1.1 | 0.13
58 | Cc1ccc(S(=O)(=O)NNC(=O)C2CCN(Cc3ccccc3)CC2)cc1 | . | 11 | -9 | 0 | 3 | 2 | 0.45 | . | -1.4
59 | COc1ccccc1NCC(=O)N/N=C/c1cccnc1 | -11 | -8 | 13 | 0 | 14 | -14 | 0.16 | 1.1 | 0.7
60 | O=C(c1cccc(COCC(F)(F)C(F)F)c1)N1CCN(c2ccccc2)CC1 | 36 | -6 | 7 | -14 | 5 | -2 | 0.21 | 0.6 | 0.26
61 | CCn1c(=O)cc(OCC(=O)N2CCCC2)c2ccccc21 | -7 | 7 | -9 | 5 | -1 | -4 | -0.47 | 1.1 | .
62 | COc1ccc(COCC(O)CN2CC(C)OC(C)C2)cc1OC (centres undefined) | 14 | -2 | 3 | -2 | 1 | 0 | 1.4 | 0.9 | 0.35
63 | COCCCNC(=O)c1ccc(Cn2c(=O)c3ccccc3n(Cc3ccccc3C#N)c2=O)cc1 | 59* | -6 | 5 | 5 | 2 | -14 | 0.33 | 0.4 | -0.38
64 | Cc1ccc(-c2nc(=S)c3c(n2CCN2CCOCC2)CC(C)(C)OC3)cc1 | -16 | 3 | 0 | 6 | -9 | -3 | -0.049 | 1.2 | -0.04
